# CBFb-RUNX1 inh – inhibitors of human CBF-beta and RUNX1 interaction | Q01196+Q13951 | AlphaScreen CBFb-His/RUNX1-biotin binding, biochemical | Potency, µM (doses to about 59.8 µM), inactives show top-dose activity, negative = inhibition, actives largely listed as inhibitors | 230,000 tested, under 10 active; note: % of control where 0% means no effect
# Target sequence (Q01196 whole entry, looked up): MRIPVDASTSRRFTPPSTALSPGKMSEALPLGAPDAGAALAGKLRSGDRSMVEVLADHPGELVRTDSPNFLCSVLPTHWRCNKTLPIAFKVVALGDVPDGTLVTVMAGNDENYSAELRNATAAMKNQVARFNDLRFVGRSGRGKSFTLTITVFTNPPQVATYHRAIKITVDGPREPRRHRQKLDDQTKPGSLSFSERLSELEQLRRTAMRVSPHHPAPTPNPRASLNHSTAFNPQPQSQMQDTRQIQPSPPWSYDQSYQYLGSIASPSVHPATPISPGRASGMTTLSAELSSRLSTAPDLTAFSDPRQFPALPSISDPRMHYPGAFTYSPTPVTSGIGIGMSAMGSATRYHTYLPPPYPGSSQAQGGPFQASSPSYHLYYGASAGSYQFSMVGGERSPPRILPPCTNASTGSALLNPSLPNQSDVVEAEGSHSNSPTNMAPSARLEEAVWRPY
# Target sequence (Q13951 whole entry, looked up): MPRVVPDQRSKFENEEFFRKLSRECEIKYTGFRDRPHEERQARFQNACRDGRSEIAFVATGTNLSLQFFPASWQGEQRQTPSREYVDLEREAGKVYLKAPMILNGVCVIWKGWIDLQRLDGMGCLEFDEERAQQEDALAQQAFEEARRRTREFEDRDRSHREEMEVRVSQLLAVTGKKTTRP
#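 AlphaScreen binding: CBFb-His and RUNX1-biotin (30 nM each) preincubated 20 min, compound added for 15 min, then nickel and streptavidin beads for 90 min, all at room temperature. Disruption of the interaction by any mechanism counts as activity.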
# HTT aggregate – mutant huntingtin aggregation inhibition; PC12 HttQ103-GFP aggregates, Acumen cytometry, 40 h; 1.1% of 220,000 active; AID 1688; Potency, µM (series often up to 46.1 µM), for inactives: at the highest dose activity change, negative = inhibition, actives largely listed as inhibitors; note: potency is the fitted concentration of half-maximal effect; % is set by controls: 0 for no effect and ±100 for the full control effect; nearly all actives have a fitted effect of over 60% in size
#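 Huntingtin Q103 exon 1–GFP aggregates in induced PC12 cells (100 nM tebufenozide) were quantified by cytometry from lysates, with compounds dosed in titration.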
# KinaseGlo FLuc – counter-screen: inhibitors of Kinase-Glo firefly luciferase | 0.28% of 200,000 active | Q27757 | Kinase-Glo luciferase, ATP luminescence, 8 min | Potency, µM (titrated, usually from 38.3 µM), for inactives: at the top dose activity change, negative = inhibition, usual class: inhibitors | AID 1379; note: potency is the fitted concentration of half-maximal effect; % is set by controls: 0 for no effect and ±100 for the full control effect; nearly all actives have a fitted effect of over 60% in size
#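 Kinase-Glo luciferase light output from ATP and luciferin was measured with 10 uM ATP, within the enzyme's linear range. Buffer: 50 mM imidazole pH 7.2, 50 mM KCl, 7 mM MgCl2, 0.01% Tween 20, 0.05% BSA; luminescence read after 8 min at ambient temperature.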
# IMPase Li cell – cell-permeable IMPase inhibitors with lithium potentiation; 0.35% of 210,000 active; AID 1457; CHO-M1 cells, IP1 TR-FRET (IP-One), carbachol + lithium; Potency, µM (highest dose often 59.4 µM), inactives show at the top dose activity, negative = IMPase inhibition, hits mostly inhibitors;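 note: IP1 builds up when IMPase is blocked and the TR-FRET signal falls; potency is the fitted concentration of half-maximal effect; plate controls were basal vehicle for no effect and high inhibitor control for full effect; nearly all actives have a fitted effect of over 50% in size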
#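 Test compounds were applied to CHO-M1 cells previously cultured for 16–30 h at 2000 per well. A small lithium amount accompanied them; after 30 min at 37C, IP1 was quantified by TR-FRET.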
# Epigenetic derep – derepresses silenced GFP reporter in murine cells. murine LDR cells, GFP reporter derepression, 30 h. Potency, µM (titrated, usually from 53.9 µM), inactives show top-dose GFP activation, actives largely listed as activators. 0.2% of 280,000 active. AID 1865; note: potency is the fitted concentration of half-maximal effect; % of control where 0% means no effect; nearly all actives have a fitted effect of over 60% in size
#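 In this reporter-derepression format, murine cells bearing a silenced integrated CMV-GFP locus incubate with test compound (30 h, 37 C), then are washed and imaged; fluorescent objects of 20–120 um count as induced cells.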
# NPSR antag – antagonists of human neuropeptide S receptor cAMP signaling. Q6W5P4. CHO-NPSR cells, cAMP TR-FRET, antagonist mode. Potency, µM (highest dose often 38.3 µM), without a hit: top-dose activity change, negative = inhibition, actives largely listed as inhibitors. 1% of 220,000 active; note: potency is the fitted concentration of half-maximal effect; % is set by controls: 0 for no effect and ±100 for the full control effect; nearly all actives have a fitted effect of over 50% in size; many of its hits are not listed in these tables
# Target sequence (Q6W5P4 whole entry, looked up): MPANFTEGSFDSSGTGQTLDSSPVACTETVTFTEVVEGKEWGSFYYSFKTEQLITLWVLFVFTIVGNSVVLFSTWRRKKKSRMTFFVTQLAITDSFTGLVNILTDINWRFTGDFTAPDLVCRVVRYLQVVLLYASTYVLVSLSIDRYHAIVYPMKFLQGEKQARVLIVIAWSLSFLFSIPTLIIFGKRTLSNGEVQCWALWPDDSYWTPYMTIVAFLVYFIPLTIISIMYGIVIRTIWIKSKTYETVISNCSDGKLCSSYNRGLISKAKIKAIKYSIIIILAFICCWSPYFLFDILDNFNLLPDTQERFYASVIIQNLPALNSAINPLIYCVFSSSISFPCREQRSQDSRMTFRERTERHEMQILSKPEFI
# Lamin A splicing – changes lamin A minigene splicing in HeLa cells. HeLa LMNA splicing GFP/RFP minigene ratio, 48 h. Potency, µM (highest dose often 46.1 µM), for inactives: at the top dose ratio change, negative = inhibition, usual class: inhibitors. 0.01% of 200,000 active; active = well fitted inhibition curve with a large enough effect in the signal ratio, with a control signal flat, not every such curve was filed as active; inconclusive = small, poorly fitted or top-dose-only effect, or effect the other way, or a change in a side signal; the % refers to the signal ratio; note: potency is the fitted concentration of half-maximal effect; % is set by controls: 0 for no effect and ±100 for the full control effect
#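 Read-out is the ratio of GFP to DsRed2 object intensity, acquired by 488 nm laser-scanning cytometry on HeLa lamin A-EGFP minigene reporter cells. Compound incubation 48 hrs at 37 °C in Opti-MEM with 2% FBS; DMSO 0.5% final.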
# * hit, by the source's call; ? = inconclusive; . = no result given; & = joins results of further samples; [ ] = remark or other dose. Unless noted, calls come from the whole dose curve; as a rule, active = well fitted curve in the direction sought with a large enough effect; inconclusive = small, poorly fitted or top-dose-only effect, or another doubt; inactive = no such curve, though single readings can be large; an effect the other way counts as inactive or inconclusive.
SMILES,CBFb-RUNX1 inh,HTT aggregate,KinaseGlo FLuc,IMPase Li cell,Epigenetic derep,NPSR antag,Lamin A splicing
COC(=O)c1ccc(C23CC4(C2)[C@H](CN(Cc2cccnc2)[C@@H]4c2ccccc2)C3c2ccc(C(F)(F)F)cc2)cc1 (some centres not stated),2%&17%,14%[9.22 µM],1%,-3%,-3.8%&9.6%,-40%,.
CCOc1ccc(CCNC(=O)CSc2nn(-c3ccc(C)c(Cl)c3)c(=S)s2)cc1OCC,-4%,15%,3%,10µM*,0.0%,-19%[46.1 µM],-4%
COc1ccc(-c2cc([C@H]3[C@H]4C=CC[C@@H](C)[C@@H]4C(=O)N3Cc3ccccc3)ccc2F)cc1,20%,-7%[9.22 µM],.,.,5.2%,-57%,.
CCOc1ccc(NC(=O)c2nccnc2CO)cc1,-4%,2%,7.9µM*,2%[38.3 µM],-2.6%,-4%[46.1 µM],4%
COc1cccc(C(=O)N2CCN=C2SCc2cccnc2)c1OC,3%,0%,2%,7%[38.3 µM],-0.4%,3%[46.1 µM],-13%
Cc1ccc(S(=O)(=O)N/N=C/c2cc(Br)c(C)o2)cc1,0%,?,-5%,9%[38.3 µM],-1.2%,2%[46.1 µM],25%
C=CCn1c(Cc2cccs2)nnc1SCC(=O)Nc1cc(OC)cc(OC)c1,7%,-6%,-2%,-6%[38.3 µM],0.7%,1%[46.1 µM],?
CC(/C=N/n1c(-c2ccc(Cl)cc2)n[nH]c1=S)=C\c1ccco1,0%,3%[9.22 µM],.,.,-0.9%,-18%[46.1 µM],?
COc1ccc(CNC(=O)C2CCN(S(C)(=O)=O)CC2)c(OC)c1,0%,35%,1%,-5%,-4.2%,8%,.
Cc1cccc(OCCOc2ccc(/C=N/NC(=O)Cc3nnc(N)s3)cc2)c1,8%,29%,7%,-4%,-0.9%,-4%[46.1 µM],-9%
C[C@H](NC(=O)c1nc[nH]c1C(=O)N[C@H](C)c1ccccc1)C(=O)OC(C)(C)C,10%,0%[9.22 µM],.,2%,0.8%,54%,.
Cc1cccc(C)c1NC(=O)COc1ccc2c(C)c(Cc3ccccc3)c(=O)oc2c1,4%,?,.,.,-0.9%,?,-5%
CC(C)c1ncc(C(O)c2cccc3ccccc23)n1C (configuration not stated),7%,19%,2%,44%[activator][38.3 µM],1.1%,-3%[46.1 µM],-3%
CCCCOc1ccc(C(CC(=O)NC)C(=O)O)cc1 (configuration not stated),3%,-3%[1.84 µM],6%,24%[38.3 µM],1.8%,6%[46.1 µM],9%
CN(CC(=O)Nc1ccccc1Br)c1ncnc2sccc12,-4%,11%,1%,-3%,-1.8%,10%,9%[46 µM]
Clc1ccccc1-c1ccc(CN2CCN(c3ccccc3)CC2)o1,-5%,-4%,-3%,24%[38.3 µM],-0.1%,-7%[46.1 µM],?
O=C(OCc1nnc(-c2ccc(Br)cc2)o1)c1cncc(Br)c1,31%,29%,3%,-4%,-0.3%,-4%,.
COCCNC(=O)c1cnn2c(C(F)F)cc(-c3ccc(C)cc3)nc12,4%,-3%[9.22 µM],-2%,23%,-6.3%,-14%,.
Cc1ccc(C)c(NS(=O)(=O)c2cc(C(N)=O)ccc2C)c1,10%,-12%,-2%,7%[38.3 µM],-1.0%,-11%[46.1 µM],11%
CN1C(=S)N(c2ccccc2)C(=O)/C1=C/c1cccs1,-8%,6%,-3%,8%,-0.9%,14%,-2%
CCN(CC)S(=O)(=O)c1ccc(N2CCCC2)c(NS(=O)(=O)c2ccc(F)cc2)c1,0%,?,0%,28%,-0.9%,-20%,20%
Cc1c(Cl)cccc1NCC(=O)NN=C1CCCC1,-3%,.,-4%,-11%,4.4%,15%,.
CC(C)c1ccc(NC(=S)NN(c2ccccc2)c2ccccc2)cc1,3%,-16%,-1%,12%,?,-30%,14%
COc1ccc(C2C(C(=O)NCc3cccnc3)c3cc(OC)c(OC)cc3C(=O)N2C)cc1 (configuration not stated),3%,2%,-2%,3%[38.3 µM],1.8%,?,10%
CCC1=C(OC(=O)N(CC)CC)N2C(=O)OC(=NCC3CC3)[C@]2(Cc2ccccc2)[C@H]2C1=CC[C@H]1C(=O)NC(=O)[C@H]12,-8%&5%,16%[9.22 µM],-4%,0%,-2.1%&0.0%,-11%,.
CCOC(=O)c1cnc2c(C)c(C)ccc2c1Nc1ccc(S(=O)(=O)Nc2ncccn2)cc1,1%,-9%,5%,-25%,0.0%,-7%,?
CCN(CC)CCNC(=S)NC(=O)c1cn(-c2ccccc2)nc1-c1ccc(OC)cc1,-7%,?,.,14%,2.5%,5%,.
CCN(CC)CCCC(C)Nc1nc(C)cc(Nc2ccc3nc(C)cc(N)c3c2)n1 (configuration not stated),-3%,.,0%,6%,2.2%,.,.
CCOc1cnc(-c2c(-c3c(Cl)cccc3Cl)noc2C)o1,11%,15%,3%,16%,-0.4%,-41%,?
Cc1ccc(NC(=O)c2ccc(NCc3ccc(F)cc3)nc2)cc1,6%,8%[9.22 µM],2%,0%,?,-8%,14%[46 µM]
CS(=O)(=O)N(Cc1ccccc1)c1ccc(C(=O)N2CCc3ccccc3C2)cc1,-3%,-24%,-7%,13%[38.3 µM],2.6%,-20%[46.1 µM],10%
CC(=O)[C@H]1CCC2C3CC=C4C[C@@H](OS(=O)(=O)O)CC[C@]4(C)C3CC[C@@]21C (some centres not stated),-5%,.,-1%,5%,-1.2%,-8%[46.1 µM],-35%
COc1ccc2oc(=O)c(C(=O)O)cc2c1,1%,-23%,1%,16%[38.3 µM],0.0%,-2%[46.1 µM],-1%
CCCCCC(=O)NNC1CC(=O)N(c2ccccc2)C1=O (configuration not stated),-1%,3%[9.22 µM],.,.,-0.7%,-14%,.
O=C(CCc1nc(-c2ccccc2Cl)no1)NCC1CCCO1 (configuration not stated),8%,3%,1%,-10%,4.5%,13%,6%[46 µM]
O=C(CCNC(=O)c1ccc(Br)o1)NCc1ccccn1,5%,5%,-4%,7%[38.3 µM],1.1%,-9%[46.1 µM],2%
Cc1c(C(=O)OC2CCCCC2)sc2nc[nH]c(=O)c12,4%,-21%,-4%,26%[38.3 µM],0.0%,-25%[46.1 µM],15%
[O-][n+]1c2c(nc3c1-c1ccccc1C3O)CCCC2 (configuration not stated),3%,-1%[9.22 µM],-1%,3%,0.2%,-4%,-12%[46 µM]
COC(=O)CN(c1cc(Cl)ccc1OC)S(=O)(=O)c1ccc(OC)c(OC)c1,1%,1%,1%,9%,-1.0%,-10%,11%
COc1ccc(-c2cc(=O)oc3c(C)c(OCc4nn[nH]n4)ccc23)cc1,-4%,2%,1%,10%[38.3 µM],0.0%,-4%[46.1 µM],3%
CC1(C)CC(C(CC(=O)Nc2nccs2)c2ccccc2)CCO1 (configuration not stated),2%,4%,2%,10%,-1.0%,22%,-12%
COc1ccc2c(c1)OCC(Cc1ccc(OC)c(OC)c1)C2O (configuration not stated),.,.,-1%&-1%,-9%&3%,0.5%&0.8%,.,5%&-5%
CCOc1ccc(NC(=O)c2ccc(NC(=O)c3ccc(CN4CCOCC4)cc3)cc2)cc1,3%,25%[9.22 µM],.,.,1.6%,10%,.
Cc1cccc(N(CC(=O)N/N=C/c2cc([N+](=O)[O-])ccc2Cl)S(C)(=O)=O)c1C,3%,-17%,5%,1%[38.3 µM],-2.3%,-30%[46.1 µM],6%
N#CCc1nc(CSc2nc3ccccc3o2)cs1,3%,-14%,-3%,1%[38.3 µM],-5.8%,5%[46.1 µM],24%
Cc1ccc(C(=O)N/C(=C/c2ccccc2)C(=O)NCC2CCCO2)cc1 (configuration not stated),4%,4%,.,-4%,3.6%,8%,.
O=C(COC(=O)c1n[nH]c2ccccc12)NC(=O)NC1CCCCC1,4%,5%,2%,-1%[38.3 µM],-1.6%,?,-3%
O=C(c1cn(-c2ccccc2)nc1-c1ccc(Cl)s1)N1CCOCC1,7%,0%,8%,-5%,-2.2%,-11%[46.1 µM],-10%
N#Cc1nc(-c2ccco2)oc1NCCN1CCOCC1,-4%,-3%,1%,-9%[38.3 µM],-1.0%,-5%[46.1 µM],-2%
CC(CC(=O)N1CCN(c2ccccc2)CC1)c1ccccc1 (configuration not stated),1%,15%,-3%,-1%,0.1%,7%,-1%
CN1CCCN(C(=O)CC2(CC(=O)O)CCCCC2)CC1,14%,-28%[9.22 µM],.,.,-1.1%,19%,.
Cc1ccc(-n2nnnc2SCC(=O)Nc2sccc2C#N)cc1,-5%,-5%,0%,3%,-0.9%,-12%,0%
CNc1ncnc2c1ncn2[C@@H]1O[C@H](CO)[C@@H](O)[C@@H]1O,2%[21.7 µM],.,1%[17.1 µM],-4%,1.1%[16.9 µM],.,?
COc1ccc(-c2ccc([C@H]3[C@H]4C=CC[C@@H](C)[C@@H]4C(=O)N3Cc3ccccc3)c(F)c2)cc1OC,-2%,-2%[9.22 µM],.,.,2.0%,?,.
Cc1ccc(NC(=O)C[n+]2cc(-c3ccc(C)cc3)n3c2CCC3)cc1,8%,-13%[9.22 µM],.,.,-1.3%,10%,.
COc1ccccc1N1C(=O)CC(Nc2ccc(N3CCOCC3)cc2)C1=O (configuration not stated),?,15%,0%,9%[38.3 µM],-1.1%,?,10%
O=C(COc1ccc(F)cc1)NC1CC1,2%,11%,-1%,6%[38.3 µM],-4.4%,1%[46.1 µM],?
Cn1c(=O)n(Cc2ccco2)c(=N)c2c3c(sc21)CCC3,-4%,-6%,-3%,1%[38.3 µM],0.3%,-22%[46.1 µM],1%
Cc1nc(NC(=O)CSc2ccc(-c3nc4ccccc4[nH]3)cn2)sc1C,4%,6%,-5%,-2%,?,14%,3%
Oc1ccc(/C=N\Nc2cc(N3CCOCC3)nc(N3CCOCC3)n2)c(O)c1,-22%,-28%,1%,12%,0.0%,-10%,?
COc1cc(/C=N/Nc2nc3ccccc3[nH]2)ccc1O,-14%,12%,-9%,39%[activator],-1.5%,-11%[46.1 µM],-27%

# Not all compounds are listed; the hit share may differ from the screen's.
